Screening results from PubChem BioAssay.
EPAC2 ag = agonists of human EPAC2 (RAPGEF4); Potency, µM (titrated, usually from 154 µM), without a hit: at the highest dose activation, hits mostly activators; EPAC2 activation, biochemical qHTS; response scale: 100% = 6.5 mM cAMP response; AID 720711; 360,000 compounds, 0.079% hits; Q8WZA2; note: potency is the fitted concentration of half-maximal effect; nearly all actives have a fitted effect of over 50% in size
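Guanine nucleotide exchange by EPAC2 is measured as reduced fluorescence of BODIPY-GDP once it is released from 250 nM Rap1B. Plates are read kinetically for 30 min at room temperature; results are scaled to 6.5 mM cAMP.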
EPAC1 ag = EPAC1 (human) agonism; O95398; EPAC1 agonist qHTS, biochemical assay; response scale: 100% = response to 6.5 mM cAMP; Potency, µM (highest dose often 154 µM), for the others: top-dose activation, most hits filed as activators; 360,000 compounds, 0.073% hits; AID 720707; note: potency is the fitted concentration of half-maximal effect; nearly all actives have a fitted effect of over 60% in size
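Fluorescent GDP-exchange assay: 100 nM EPAC1 with 250 nM Rap1B preloaded with BODIPY-GDP and 50 uM GDP; compounds tested as concentration series, 5 min at room temperature, then read every 5 min for 30 min (ex 480/em 540 nm); normalized to 6.5 mM cAMP.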
WRN helicase inh = WRN helicase (human) inhibition; Q14191; Potency, µM (titrated, usually from 114 µM), without a hit: top-dose activity change, negative = inhibition, hits mostly inhibitors; WRN helicase unwinding, fluorescent forked duplex, kinetic; 360,000 compounds, 0.46% hits; note: potency is the fitted concentration of half-maximal effect; % is set by controls: 0 for no effect and ±100 for the full control effect; nearly all actives have a fitted effect of over 55% in size
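Fluorescence dequenching readout, ex 525 nm/em 598 nm, kinetic mode: forked duplex DNA (100 nM final) with adjacent fluorophore and quencher unwound by WRN (20 nM final) with 2 mM ATP. Compound preincubation 15 min, room temperature.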
IL-2 act = IL-2 activation | 360,000 compounds, 0.065% hits | activation, % (series mostly up to about 46 µM) | IL-2 activation reporter assay, cell-based qHTS; stimulated with anti-CD3/CD4/CD28 beads; in transgenic mouse T cells; in the data active = activation above about 50%; inconclusive = mostly about 30% to 49%; note: 0% is about no effect
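Quantitative HTS in unstimulated transgenic mouse T cells, with memory T cells as non-tolerant control and PMA/ionomycin as tolerance-bypass control. Compound pretreatment lasted 60 minutes before 18 h bead stimulation; EGFP/DsRed fluorescence read.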
PI5P4K alpha inh = inhibitors of human PI5P4K alpha; 330,000 compounds, 1.2% hits; PI5P4Kalpha enzyme, ADP-Glo luminescence, 60 min; active compounds read low; P48426; max response, %; active = max response of -50% or lower; inconclusive = between -30% and -50%; inactive = -30% or higher; note: value at the top dose of about 77 µM; % is set by controls: 0 for no effect and ±100 for the full control effect
Target sequence (P48426 whole entry, looked up): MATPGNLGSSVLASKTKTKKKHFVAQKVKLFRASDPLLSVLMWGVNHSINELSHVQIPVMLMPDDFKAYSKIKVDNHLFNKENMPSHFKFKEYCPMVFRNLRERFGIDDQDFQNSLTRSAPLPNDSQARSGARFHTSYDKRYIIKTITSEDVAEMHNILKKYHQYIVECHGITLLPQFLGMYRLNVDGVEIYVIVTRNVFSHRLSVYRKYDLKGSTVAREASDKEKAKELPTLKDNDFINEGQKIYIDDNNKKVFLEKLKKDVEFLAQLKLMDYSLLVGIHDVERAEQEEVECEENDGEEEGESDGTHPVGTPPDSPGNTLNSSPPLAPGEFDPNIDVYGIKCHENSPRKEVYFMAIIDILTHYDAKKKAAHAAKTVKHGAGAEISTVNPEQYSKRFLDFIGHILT
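ADP-Glo luminescence end-point read after a 60 min room-temperature kinase reaction of PI5P4Kalpha plus substrate, initiated with ATP at 5 microM final. Buffer: 0.038 M HEPES pH 7.4, EGTA, 0.1% CHAPS, 5% DMSO.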
PLK1 PBD block = PLK1 (human) polo-box domain binding inhibition; Plk1 PBD binding of FITC phosphopeptide, fluorescence polarization; Potency, µM, for inactives: max response, negative = inhibition, most hits filed as inhibitors; 360,000 compounds, 2.8% hits; AID 720504; note: potency is the fitted concentration of half-maximal effect; series mostly up to about 57 µM; % is set by controls: 0 for no effect and ±100 for the full control effect; nearly all actives have a fitted effect of over 65% in size
Target sequence (P53350 whole entry, looked up, the tested form may be a part): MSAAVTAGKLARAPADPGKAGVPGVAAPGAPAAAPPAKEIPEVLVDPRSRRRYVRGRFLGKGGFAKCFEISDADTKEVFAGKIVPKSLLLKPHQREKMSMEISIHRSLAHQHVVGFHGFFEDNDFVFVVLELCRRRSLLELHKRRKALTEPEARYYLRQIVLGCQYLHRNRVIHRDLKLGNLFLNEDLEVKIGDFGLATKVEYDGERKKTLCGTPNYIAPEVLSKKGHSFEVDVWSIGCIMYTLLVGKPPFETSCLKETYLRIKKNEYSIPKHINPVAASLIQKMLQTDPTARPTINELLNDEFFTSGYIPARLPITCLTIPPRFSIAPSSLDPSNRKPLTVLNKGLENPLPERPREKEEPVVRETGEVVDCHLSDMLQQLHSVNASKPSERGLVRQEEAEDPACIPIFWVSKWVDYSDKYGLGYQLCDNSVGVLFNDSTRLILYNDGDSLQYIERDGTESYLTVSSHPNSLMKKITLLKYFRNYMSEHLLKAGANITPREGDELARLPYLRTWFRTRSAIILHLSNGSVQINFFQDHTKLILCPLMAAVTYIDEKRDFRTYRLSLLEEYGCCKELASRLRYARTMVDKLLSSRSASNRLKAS
EPAC1 antagonist = blocks human EPAC1 exchange factor. O95398. EPAC1 GEF assay, Rap1b-BODIPY-GDP exchange fluorescence. Potency, µM (highest dose often 115 µM), for the others: at the top dose activity change, negative = inhibition, hits mostly inhibitors. 360,000 compounds, 0.14% hits. AID 720709;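 note: potency is the fitted concentration of half-maximal effect; plate controls were vehicle for no effect and positive control for full effect; nearly all actives have a fitted effect of over 50% in size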
CCT modulator = modulators of cytosolic chaperonin (CCT/TRiC) activity; 360,000 compounds, 0.3% hits; activity change, % (test concentration not listed), hits read low; AID 651819; purified chaperonin ATPase assay, HTRF ADP detection, 30 min; in the data active = activity change below about -30%; note: % is set by controls: 0 for no effect and ±100 for the full control effect
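TRiC (40 or 20 nM final, by batch activity) in 30 mM Tris pH 7.4, 100 mM KCl, 5 mM MgCl2, 1 mM DTT was treated with compound at 76 uM single dose, then 10 uM ATP, 30 min at 37 °C. ADP was read by HTRF Transcreener.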
* marks the source's active call; other numbers are inactive results; ? = inconclusive; . = not tested or not shown; [ ] = dose if it differs, or a comment. Unless noted, calls come from the whole dose curve; as a rule, active = well fitted curve in the direction sought with a large enough effect; inconclusive = small, poorly fitted or top-dose-only effect, or another doubt; inactive = no such curve, though single readings can be large; an effect the other way counts as inactive or inconclusive. These rows are one share of the data; rates above refer to the full screens.

The first seven compounds, to show the layout:
The line under a structure holds: CCT modulator, IL-2 act, EPAC1 antagonist, PI5P4K alpha inh, EPAC2 ag, PLK1 PBD block, WRN helicase inh, EPAC1 ag
1) CC(=O)NC12CC3CC(C1)CC(C(=O)OCC(=O)Nc1c(F)cccc1F)(C3)C2
→ -2.1, -4.2, -9.2%, 3.4, 10.6%, -10.7%, -21.5%, -0.8%
2) Cc1ccc(C(=O)NCc2nnc3c(C(F)(F)F)cc(Cl)cn23)o1
→ -1.6, -3.5, -0.9%, -14.2, -2.7%, ?, 3.1%, -12.8%
3) O=C(NCCc1ccccc1)c1cccc2c1C(=O)N(C1CCCCC1)C2
→ -1.4, -2.7, -18.3%, 2.9, 11.7%, -8.0%, 5.5%, 4.0%
4) O=C(c1cccs1)N1CCCC(c2nc3c(nnn3Cc3c(Cl)cccc3Cl)c(=O)[nH]2)C1 (stereo unspecified)
→ 0.7, 0.2, ?, -4.2, 8.3%, -15.6%, -4.1%, 7.3%
5) CCOC(=O)c1c(-c2ccccc2)csc1NC(=O)CSc1ccccc1
→ -3.1, -2.5, -3.4%, 0.0, 8.8%, -0.8%, -5.0%, -2.1%
6) Cc1cccc(NC(=O)c2ccc(OC3CSC3)cc2)c1
→ 0.0, -0.2, -8.1%, -20.3, 1.3%, -0.6%, 1.9%, -5.9%
7) CC(=O)N1Cc2cc(C(=O)NCc3cccc(F)c3)nc(-c3cccc(C4=CCCCC4)c3)c2[C@H]1CCO
→ 1.8, -0.8, -17.1%, 12.2, 11.6%, -9.4%, -3.1%, -8.8%

This part in full, previewed entries included:
The line under a structure holds: CCT modulator, IL-2 act, EPAC1 antagonist, PI5P4K alpha inh, EPAC2 ag, PLK1 PBD block, WRN helicase inh, EPAC1 ag
1) CC(=O)NC12CC3CC(C1)CC(C(=O)OCC(=O)Nc1c(F)cccc1F)(C3)C2
→ -2.1, -4.2, -9.2%, 3.4, 10.6%, -10.7%, -21.5%, -0.8%
2) Cc1ccc(C(=O)NCc2nnc3c(C(F)(F)F)cc(Cl)cn23)o1
→ -1.6, -3.5, -0.9%, -14.2, -2.7%, ?, 3.1%, -12.8%
3) O=C(NCCc1ccccc1)c1cccc2c1C(=O)N(C1CCCCC1)C2
→ -1.4, -2.7, -18.3%, 2.9, 11.7%, -8.0%, 5.5%, 4.0%
4) O=C(c1cccs1)N1CCCC(c2nc3c(nnn3Cc3c(Cl)cccc3Cl)c(=O)[nH]2)C1 (stereo unspecified)
→ 0.7, 0.2, ?, -4.2, 8.3%, -15.6%, -4.1%, 7.3%
5) CCOC(=O)c1c(-c2ccccc2)csc1NC(=O)CSc1ccccc1
→ -3.1, -2.5, -3.4%, 0.0, 8.8%, -0.8%, -5.0%, -2.1%
6) Cc1cccc(NC(=O)c2ccc(OC3CSC3)cc2)c1
→ 0.0, -0.2, -8.1%, -20.3, 1.3%, -0.6%, 1.9%, -5.9%
7) CC(=O)N1Cc2cc(C(=O)NCc3cccc(F)c3)nc(-c3cccc(C4=CCCCC4)c3)c2[C@H]1CCO
→ 1.8, -0.8, -17.1%, 12.2, 11.6%, -9.4%, -3.1%, -8.8%
8) CC(C)(C)C(=O)NC(=S)N1CCOCC1
→ -2.8, -2.4, -5.7%, -4.0, 2.2%, -12.0%, 5.8%, -0.6%
9) COc1ccc2nc(NC(=O)CN3CCOCC3)sc2c1
→ 0.9, -0.5, 2.5%, -8.0, -4.1%, -6.8%, 1.3%[57.1 µM], -1.6%
10) CC(=O)c1cccc(NC(=O)COC(=O)CC2CC3CCC2C3)c1 (stereo unspecified)
→ -0.4, -2.9, 13.3%, -1.4, 0.4%, 1.4%, -12.6%, -3.3%
11) O=C(c1cccc(S(=O)(=O)N2CCc3ccccc32)c1)N1CCN(CCO)CC1
→ 1.9, 3.2, -4.9%, -3.4, -4.4%, -5.6%, -0.9%, 4.4%
12) CCOc1ccc2oc(C(=O)OCC(=O)NC3CCCC3)c(C)c2c1
→ -0.4, 2.7, -9.2%, 1.2, -6.8%, 1.3%, -0.1%, -6.1%
13) O=C(CCc1nnc(-c2ccc3c(c2)OCO3)o1)N(Cc1ccncc1)CC1CCCO1 (stereo unspecified)
→ -2.2, -0.1, -24.1%, -1.2, 2.4%, -4.0%, 0.2%, 0.5%
14) COc1ccc(C2(CNC(=O)c3cccc([N+](=O)[O-])c3)CCOCC2)cc1
→ -1.0, -3.5, 9.5%, 2.0, 1.1%, -13.1%, -12.3%, 0.6%
15) Cc1cc2n(n1)C(c1ccc3c(c1)OCO3)Nc1ccccc1-2 (stereo unspecified)
→ -0.3, 1.2, -8.7%, 8.9, 13.0%, 1.0%, -19.4%, 3.5%
16) Cc1ccc(SCCNC(=O)CN(c2ccc3c(c2)OCO3)S(C)(=O)=O)cc1
→ -0.7, -0.8, -6.6%, -1.9, 5.9%, -5.1%, -29.9%[57.1 µM], -5.9%
17) Nn1c(Cc2cccc3ccccc23)nnc1SCc1c(F)cccc1Cl
→ -1.0, 1.2, -5.6%, -4.7, 13.8%, -15.4%, 6.7%, 1.7%
18) CCOc1ccc(NC(=O)COC(=O)CC2CCCCC2)cc1
→ -8.2, 0.2, 2.9%, 3.1, 14.1%, -8.1%, 2.1%, 3.0%
19) COc1ccc(CCNS(=O)(=O)c2ccc3c(c2)OCCO3)cc1OC
→ -1.0, -2.1, 6.8%, ., 10.5%, 0.0%, -15.4%, 3.5%
20) O=C(CCNC(=O)c1ccccc1)NCC1CCCCC1
→ -2.1, -2.0, -1.9%, -4.4, -3.6%, -4.3%, 1.0%, 0.3%
21) Nc1ccnn1Cc1cccnc1
→ -0.4, -2.0, -0.7%, -3.6, -0.7%, -7.3%, 5.6%, 2.5%
22) O=C1CC(N2CCSCC2)C(=O)N1CCc1ccccc1 (stereo unspecified)
→ -1.4, -0.5, 0.0%, 2.5, -0.3%, -6.3%, 6.5%[57.1 µM], 19.8%
23) Cc1noc(C)c1NC(=O)N1C[C@H](O)COC[C@H]2O[C@@H](CC(=O)NCC3CCCCC3)CC[C@@H]21
→ ., 0.5, -12.7%, 2.0, 1.7%, -1.7%, -0.1%, 4.8%
24) COc1ccc(-c2cc(C(=O)Nc3cc(OC)c(OC)c(OC)c3)no2)cc1OC
→ 2.1, -2.2, -2.3%, ., -3.9%, -8.2%, -4.0%, 6.7%
25) CS(=O)(=O)N1N=C(c2ccccc2)CC1c1cccs1 (stereo unspecified)
→ -2.1, 0.2, -13.5%, -4.9, 7.4%, -4.2%, -6.8%, -5.2%
26) CC(=O)c1ccc(OCCCC(=O)N(CCC2=CCCCC2)c2c(N)n(Cc3ccccc3)c(=O)[nH]c2=O)cc1
→ -1.2, -3.5, ?, 3.7, -10.0%, -0.3%, 0.2%, -9.1%
27) COCCn1c(SCC(=O)Nc2cc(C)on2)nc2c(c1=O)SCC2
→ -5.6, -4.2, 1.1%, 11.4, 7.3%, -7.9%, -30.7%, 1.5%
28) CNc1ncc(C(=O)c2ccc(Br)cc2)s1
→ -3.7, -0.8, 3.8%, 1.7, 4.2%, -7.1%, -0.8%, 4.9%
29) COc1cc(/C=C2/C(=N)N3C(=NC2=O)SN=C3S(C)(=O)=O)ccc1OC(=O)c1ccco1
→ 0.3, 8.7, -4.8%, -66.3*, -3.2%, ?, -16.5%[11.6 µM], 10.2%
30) CN1CCN(C(=O)C2=C[C@@H](c3ccc(C(F)(F)F)cc3)C[C@@H](OCc3ccc(CO)cc3)O2)CC1
→ -0.2, 1.1, -0.1%, 5.3, -4.7%, -3.7%, -3.1%, 2.2%
31) CC1(c2ccccc2)NC(=O)N(NC(=O)CSc2n[nH]c(N)n2)C1=O (stereo unspecified)
→ -0.1, -0.7, -9.5%, 3.1, 2.4%, -8.5%, 1.2%, -6.6%
32) CCCCNC(=O)Cn1nc(Cc2ccncc2)c2ccccc2c1=O
→ 0.5, 0.9, 7.5%, 3.0, 9.0%, -11.2%, 1.0%, 8.5%
33) CC(C)(C)NC(=O)CN(C(=O)CNS(=O)(=O)c1ccccc1)c1ccc2c(c1)OCCO2
→ 1.3, 5.0, 14.1%, 0.7, 4.2%, -5.3%, 0.4%, 4.6%
34) COC(=O)C(c1ccccc1)C(C(=O)OC)c1ccccc1 (stereo unspecified)
→ 2.4, -0.9, -18.4%, -0.1, 3.0%, -10.0%, -9.8%, 5.0%
35) O=C(c1ccc(S(=O)(=O)N2CCCCC2)cc1)N1CCN(c2ccccc2)CC1
→ 2.1, -0.9, 3.5%, ., 13.1%, -0.4%, -1.5%, 3.9%
36) Cc1nn(C)cc1CNC(=O)C1CCC(=O)N(Cc2cccc(C(F)(F)F)c2)C1 (stereo unspecified)
→ -1.9, -2.3, 8.7%, -3.8, -1.2%, 0.2%, -7.0%, -1.3%
37) CC1(C(=O)NS(=O)(=O)c2cccc(Cl)c2)CCN1C(=O)Cc1ccc(Cl)cc1Cl (stereo unspecified)
→ 0.5, 0.5, 0.3%, 4.0, -4.4%, -10.4%, -0.7%, -7.3%
38) O=C(Nc1ccc2c(c1)OCCO2)c1ccc(Cl)c([N+](=O)[O-])c1
→ -2.1, -1.4, -27.0%, 0.8, 7.3%, -17.4%, -2.3%, 22.1%
39) CC(=C1C(=O)c2ccccc2C1=O)N1CCN(c2ccc(F)cc2)CC1
→ -0.2, -0.2, 8.2%, -7.6, 4.7%, -20.0%, 2.4%, 6.5%
40) c1ccc(OCCNc2nc(NCC3CC3)nc3cc(-c4ccccc4)sc23)cc1
→ -15.0, -0.7, -7.5%, ., 7.2%, -3.2%, -0.9%, -1.7%
41) CCOC(=O)C1CCN(C(=O)c2ccc3c(c2)C(=O)N(c2ccccc2C)C3=O)CC1
→ -3.0, -6.0, 12.6%, -3.0, -3.5%, -1.5%, 3.0%, -8.6%
42) CCOC(=O)N1CCC(N(CCN(C)C)C(=S)Nc2ccccc2C)CC1
→ -1.8, -1.1, -1.8%, 0.2, 12.4%, -12.1%, 3.6%, 10.7%
43) Cc1ccc(N2CC(C(=O)OCC(=O)Nc3ccc(F)cc3F)CC2=O)cc1 (stereo unspecified)
→ 1.1, -0.9, ?, -0.2, 2.3%, -14.3%, -3.4%, 8.4%
44) O=C1CC[C@@H]2CC3(C[C@@H]4CCN1[C@H]24)Nc1cc([N+](=O)[O-])ccc1NC3=NC1CCCCC1 (stereo partly specified)
→ -2.7, 0.5, 9.8%, 0.8, 0.7%, -2.0%, 2.3%, -11.1%
45) O=C(CSc1cccc[n+]1[O-])c1ccc(-c2ccccc2)cc1
→ -3.2, -1.8, -14.7%, -20.0, 2.6%, 23.8µM*, -10.9%, -5.3%
